TRPC6 activator: activators of mouse TRPC6 channel | B-score at 10 µM | AID 2550 | actives 0.13% (n = 310,000) | Q61143 | HEK293-TRPC6 membrane potential dye fluorescence; hits give high values;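 active = B-score of the integrated fluorescence ratio above library mean plus 3 SD, and starting fluorescence ratio within library mean plus 5 SD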;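 also: higher score means more depolarization so channel activation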
Target sequence (Q61143 whole entry, looked up): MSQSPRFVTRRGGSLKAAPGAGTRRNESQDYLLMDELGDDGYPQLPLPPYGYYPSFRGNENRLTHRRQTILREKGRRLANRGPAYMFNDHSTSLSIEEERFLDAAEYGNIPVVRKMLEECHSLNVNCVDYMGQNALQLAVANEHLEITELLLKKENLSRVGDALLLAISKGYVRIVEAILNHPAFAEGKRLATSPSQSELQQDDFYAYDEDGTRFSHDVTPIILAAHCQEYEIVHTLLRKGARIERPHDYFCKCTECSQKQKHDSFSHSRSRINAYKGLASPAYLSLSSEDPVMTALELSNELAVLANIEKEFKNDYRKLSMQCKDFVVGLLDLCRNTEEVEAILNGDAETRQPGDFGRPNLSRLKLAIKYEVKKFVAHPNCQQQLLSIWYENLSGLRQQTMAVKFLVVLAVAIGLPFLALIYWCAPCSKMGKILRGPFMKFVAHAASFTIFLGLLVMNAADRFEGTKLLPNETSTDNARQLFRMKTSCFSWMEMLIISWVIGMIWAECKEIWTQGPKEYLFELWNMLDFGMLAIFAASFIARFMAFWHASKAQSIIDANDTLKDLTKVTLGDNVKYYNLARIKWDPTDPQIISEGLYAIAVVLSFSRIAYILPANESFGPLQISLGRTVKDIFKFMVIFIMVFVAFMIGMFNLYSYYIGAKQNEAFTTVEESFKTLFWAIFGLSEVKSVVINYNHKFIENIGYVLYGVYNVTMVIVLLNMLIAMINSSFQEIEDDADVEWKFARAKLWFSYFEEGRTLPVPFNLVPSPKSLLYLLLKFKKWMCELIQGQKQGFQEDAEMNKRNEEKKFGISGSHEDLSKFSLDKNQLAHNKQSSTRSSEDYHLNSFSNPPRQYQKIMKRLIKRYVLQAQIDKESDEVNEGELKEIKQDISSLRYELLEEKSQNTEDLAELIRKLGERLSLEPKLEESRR
SKKanGAS inh: inhibitors of SKKanGAS S. pyogenes growth in kanamycin (SK-promoter or general growth effect); BacTiter-Glo, 6 h; actives 1.3% (n = 300,000); inhibition, % at 7.5 µM;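 active = mean replicate score, as percent of positive control median, at least 50; inconclusive = mean below 50 but one replicate at or above 50; inactive = mean and every replicate below 50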;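 also: strain carries kanamycin resistance gene driven by streptokinase promoter and grows in 40 µg/ml kanamycin; loss of luminescence reflects streptokinase promoter inhibition or plain growth inhibition; 0% = median of DMSO wells and 100% = positive control at its reference dose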
IEC-6 tox: kills IEC-6 intestinal cells in KLF5 counter-screen | AID 1825 | inhibition, % at 5 µM | IEC-6 cytotoxicity, luminescence viability | actives 0.78% (n = 290,000); in the data active = inhibition above about 22%;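 also: 0% = plate median of test compound wells and 100% = cytotoxic reference compound wells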
HIF activator: HIF pathway transcriptional activation. U2OS HRE-luciferase reporter, luminescence; normalized: DMSO 0%, desferrioxamine 100%. activation, % at 7.5 µM (by protocol). actives 0.32% (n = 300,000);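 active = mean activation of at least 10% of the iron chelator positive control signal, with at least half of replicates also reaching 10%; inconclusive = mean and replicate majority disagree about reaching 10%; inactive = mean and most replicates under 10%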
KLF5 inh: suppresses KLF5 promoter-driven expression | actives 0.23% (n = 290,000) | inhibition, % at 5 µM | DLD-1 KLF5 promoter-luciferase reporter, luminescence | AID 1700;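 active = inhibition above a per-plate limit of that plate's mean compound inhibition plus 3 SD, cut at about 60% in these data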;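 also: 0% = DMSO wells and 100% = LY294002 at 200 µM; higher means less KLF5 promoter-driven luciferase light; inactives centre near -14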
MrgX1 antagonist: blocks BAM8-22 activation of human MrgX1 receptor; MRGX1-HEK293 calcium flux, Fluo-4, BAM8-22 antagonism; hits give low values; AID 588676; actives 1.3% (n = 310,000); Q96LB2; B-score at 10 µM;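 active = calcium-response B-score plate-corrected more than 3 library SD below zero, starting fluorescence within 5 deviations, no agonist response on first addition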;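 also: peak minus trough fluorescence over baseline after final BAM8-22 challenge near maximal dose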
TRPC6 inhibitor: mouse TRPC6 channel inhibition; HEK293-TRPC6, membrane potential dye, ACh-evoked depolarization; hits give low values; B-score at 10 µM; actives 1.1% (n = 310,000); AID 2553;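 active = B-score under library mean minus 3 SD, initial fluorescence not abnormally high, positive integrated signal ratio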;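 also: B-score derived from integrated fluorescence ratio over the kinetic read; more negative B-score means stronger inhibition of depolarization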
TRPC4 act: TRPC4 (mouse) channel activation. B-score at 10 µM. Q9QUQ5. actives 0.49% (n = 310,000). HEK293 TRPC4beta/mu-opioid, Fluo4 calcium fluorescence; hits give high values;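 active = B-score above 5 SD of library B-scores, and initial fluorescence ratio not above library mean plus 5 SD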;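 also: positive B-score marks a calcium rise read as TRPC4 activation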
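Assay system: HEK293 stable line with TRPC4beta plus mu-opioid receptor; schedule: 45 min room-temperature Fluo4 loading, 110 s read; technique: kinetic Fluo4 calcium fluorescence; evaluation: integrated baseline-normalised fluorescence ratio, converted to per-well B score; controls: buffer (low) and maximal DAMGO (high)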
aSyn UTR inh: MLPCN primary screen, SNCA 5' untranslated region; alpha-synuclein 5'UTR reporter, inhibitor activity; inhibition, % (tested at 7.5 µM); actives 0.82% (n = 300,000); in the data active = inhibition above about 60%; inconclusive = no clear call, values can overlap the other calls;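 also: H4 neuroglioblastoma cells stably carrying SNCA 5'UTR luciferase fusion; 0% = DMSO wells and 100% = positive control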
TRPC4 block: TRPC4 (mouse) channel inhibition; Q9QUQ5; HEK293 TRPC4beta/mu-opioid, DAMGO-evoked Fluo4 calcium flux; hits give low values; B-score at 10 µM; actives 0.39% (n = 300,000); AID 2247;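 active = B-score over 3 SD under the library average, no early fluorescence shift, positive overall ratio signal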
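Assay system – HEK293 line stably carrying TRPC4beta and mu-opioid receptor · Doses – single dose · Detection – Fluo4 calcium-dye fluorescence, kinetic read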
TRPC4 PAM: allosterically enhances the mouse TRPC4 cation channel; HEK293 TRPC4beta/mu-opioid, DAMGO EC20, Fluo-4 Ca2+ flux; hits give high values; actives 0.42% (n = 310,000); Q9QUQ5; B-score at 10 µM;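 active = B-score of calcium response area above 5 SD of library B-scores, with initial fluorescence ratio within 5 SD of library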;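 also: B-score of integrated fluorescence ratio over time as area under calcium response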
* hit, by the source's call.

How did CC(C)(C)NC(=O)C(c1ccncc1)N(Cc1ccco1)C(=O)c1ccc(-c2ccccc2)[nH]1 (stereo not drawn) do in these assays?
TRPC6 activator: inactive; SKKanGAS inh: -4; IEC-6 tox: -8; HIF activator: 4.8; KLF5 inh: -11; MrgX1 antagonist: inactive; TRPC6 inhibitor: inactive; TRPC4 act: inactive; aSyn UTR inh: -83; TRPC4 block: inactive; TRPC4 PAM: inactive

How did COc1ccc(C(=O)c2cnc(C(C)C)n2C)cc1 do in these assays?
TRPC6 activator: inactive; SKKanGAS inh: -4; IEC-6 tox: -11; HIF activator: 0.6; KLF5 inh: -10; MrgX1 antagonist: inactive; TRPC6 inhibitor: inactive; TRPC4 act: inactive; aSyn UTR inh: -37; TRPC4 block: inactive; TRPC4 PAM: inactive

What do the screens show for `COc1cccc(NC(=O)CCC2CCN(C(=O)C3CC=CCC3)CC2)c1` (stereo not drawn)?
TRPC6 activator: inactive; SKKanGAS inh: -2; IEC-6 tox: 0; HIF activator: 0.1; KLF5 inh: -33; MrgX1 antagonist: inactive; TRPC6 inhibitor: inactive; TRPC4 act: inactive; aSyn UTR inh: -4; TRPC4 block: inactive; TRPC4 PAM: inactive

Results for COc1ccc(NC(=O)CN(C)C(=O)c2ccccc2CCc2ccccc2)cc1 ?
TRPC6 activator: inactive; SKKanGAS inh: 2; HIF activator: 0.1; MrgX1 antagonist: inactive; TRPC6 inhibitor: inactive; TRPC4 act: inactive; aSyn UTR inh: 15; TRPC4 block: inactive; TRPC4 PAM: inactive

How did Cc1ccc(NC(=O)c2cccc(OCc3c(C)noc3C)c2)cc1S(=O)(=O)Nc1ccccc1Cl do in these assays?
TRPC6 activator: inactive; SKKanGAS inh: inconclusive; IEC-6 tox: 1; HIF activator: 0.3; KLF5 inh: 5; MrgX1 antagonist: inactive; TRPC6 inhibitor: inactive; TRPC4 act: inactive; aSyn UTR inh: 32; TRPC4 block: inactive; TRPC4 PAM: inactive

Results for O=C(CN1CCN(S(=O)(=O)c2ccc(F)cc2)CC1)NC1CC1 ?
TRPC6 activator: inactive; SKKanGAS inh: -1; IEC-6 tox: -1; HIF activator: -0.6; KLF5 inh: -19; MrgX1 antagonist: inactive; TRPC6 inhibitor: inactive; TRPC4 act: inactive; aSyn UTR inh: 4; TRPC4 block: inactive; TRPC4 PAM: inactive

What do the screens show for `O=C(CCC(=O)c1ccccc1)Nc1ccc(C(=O)O)cc1`?
TRPC6 activator: inactive; SKKanGAS inh: 0; IEC-6 tox: 2; HIF activator: 0.2; KLF5 inh: -14; MrgX1 antagonist: inactive; TRPC6 inhibitor: inactive; TRPC4 act: inactive; aSyn UTR inh: -5; TRPC4 block: inactive; TRPC4 PAM: inactive

How did CCOc1ccc(NC(=O)c2cc(S(=O)(=O)N3CCOCC3)cn2C)cc1 do in these assays?
TRPC6 activator: inactive; SKKanGAS inh: 0; IEC-6 tox: -4; HIF activator: -0.3; KLF5 inh: -9; MrgX1 antagonist: inactive; TRPC6 inhibitor: inactive; TRPC4 act: inactive; aSyn UTR inh: 13; TRPC4 block: inactive; TRPC4 PAM: inactive

How did COC(=O)c1cc(S(=O)(=O)NCCc2ccc(Cl)cc2)c[nH]1 do in these assays?
TRPC6 activator: inactive; SKKanGAS inh: -11; IEC-6 tox: -9; HIF activator: 1.3; KLF5 inh: -1; MrgX1 antagonist: inactive; TRPC6 inhibitor: inactive; TRPC4 act: inactive; aSyn UTR inh: -15; TRPC4 block: inactive; TRPC4 PAM: inactive

What do the screens show for `COc1nc(-c2cccs2)cc(-c2ccc(C)cc2)c1C#N`?
TRPC6 activator: inactive; SKKanGAS inh: -9; IEC-6 tox: 8; HIF activator: 1.3; KLF5 inh: -8; MrgX1 antagonist: inactive; TRPC6 inhibitor: inactive; TRPC4 act: inactive; aSyn UTR inh: 29; TRPC4 block: inactive; TRPC4 PAM: inactive

Results for O=C(Nc1ccc(F)cc1)N1CCN(c2nc3ccccc3s2)CC1 ?
TRPC6 activator: inactive; SKKanGAS inh: 6; IEC-6 tox: 2; HIF activator: 0.9; KLF5 inh: -34; MrgX1 antagonist: inactive; TRPC6 inhibitor: inactive; TRPC4 act: inactive; aSyn UTR inh: -34; TRPC4 block: inactive; TRPC4 PAM: inactive

What do the screens show for `Cc1cc(C)c(NC(=O)CNC(=O)Cc2sc(C)nc2-c2ccc(F)cc2)c(C)c1`?
TRPC6 activator: inactive; SKKanGAS inh: -14; HIF activator: -0.3; MrgX1 antagonist: inactive; TRPC6 inhibitor: inactive; TRPC4 act: inactive; aSyn UTR inh: 12; TRPC4 block: inactive; TRPC4 PAM: inactive

Results for CC1CCCCC12NC(=O)N(CC(=O)NCc1ccc3c(c1)OCO3)C2=O (stereo not drawn) ?
TRPC6 activator: inactive; SKKanGAS inh: -1; IEC-6 tox: -5; HIF activator: -0.2; KLF5 inh: -74; MrgX1 antagonist: inactive; TRPC6 inhibitor: inactive; TRPC4 act: inactive; aSyn UTR inh: -2; TRPC4 block: inactive; TRPC4 PAM: inactive

Results for CC(=O)N/C(=C\c1ccccc1)C(=O)NCc1ccc2c(c1)OCO2 ?
TRPC6 activator: inactive; SKKanGAS inh: 0; IEC-6 tox: -1; HIF activator: 0.0; KLF5 inh: -2; MrgX1 antagonist: inactive; TRPC6 inhibitor: inactive; TRPC4 act: inactive; aSyn UTR inh: -1; TRPC4 block: inactive; TRPC4 PAM: inactive

How did CC(C)c1ccc(N(CC(=O)NCc2cccnc2)S(=O)(=O)c2ccccc2)cc1 do in these assays?
TRPC6 activator: inactive; SKKanGAS inh: 1; IEC-6 tox: -2; HIF activator: -0.2; KLF5 inh: -31; MrgX1 antagonist: inactive; TRPC6 inhibitor: inactive; TRPC4 act: inactive; aSyn UTR inh: 26; TRPC4 block: inactive; TRPC4 PAM: inactive

Results for O=C(Cn1cc([N+](=O)[O-])cn1)N1CCc2ccccc21 ?
TRPC6 activator: inactive; SKKanGAS inh: -6; IEC-6 tox: 6; HIF activator: 0.0; KLF5 inh: -7; MrgX1 antagonist: inactive; TRPC6 inhibitor: inactive; TRPC4 act: inactive; aSyn UTR inh: -10; TRPC4 block: inactive; TRPC4 PAM: inactive

How did Clc1ccc2oc(-c3ccccc3)nc2c1 do in these assays?
TRPC6 activator: inactive; SKKanGAS inh: 0; IEC-6 tox: 4; HIF activator: 4.3; KLF5 inh: 0; MrgX1 antagonist: inactive; TRPC6 inhibitor: inactive; TRPC4 act: inactive; aSyn UTR inh: -151; TRPC4 block: inactive; TRPC4 PAM: inactive

How did COc1cc2ccccc2cc1C(=O)N1CCCC1 do in these assays?
TRPC6 activator: inactive; SKKanGAS inh: -1; IEC-6 tox: 5; HIF activator: 0.0; KLF5 inh: -22; MrgX1 antagonist: inactive; TRPC6 inhibitor: inactive; TRPC4 act: inactive; aSyn UTR inh: 16; TRPC4 block: inactive; TRPC4 PAM: inactive

Results for CC1(C)CC(=O)c2cnc3nc4ccccc4n3c2C1 ?
TRPC6 activator: inactive; SKKanGAS inh: 11; IEC-6 tox: 3; HIF activator: -1.7; KLF5 inh: 1; MrgX1 antagonist: inactive; TRPC6 inhibitor: inactive; TRPC4 act: inactive; aSyn UTR inh: -1; TRPC4 block: inactive; TRPC4 PAM: inactive

Results for O=c1cc(O)n(-c2ccc(F)cc2)c(=S)[nH]1 ?
TRPC6 activator: inactive; SKKanGAS inh: -4; IEC-6 tox: -5; HIF activator: 0.0; KLF5 inh: -3; MrgX1 antagonist: inactive; TRPC6 inhibitor: inactive; TRPC4 act: inactive; aSyn UTR inh: -2; TRPC4 block: inactive; TRPC4 PAM: inactive

How did O=C(NCC1COc2ccccc2O1)c1cccc(S(=O)(=O)NCc2ccccc2)c1 (stereo not drawn) do in these assays?
TRPC6 activator: inactive; SKKanGAS inh: -3; HIF activator: -0.1; MrgX1 antagonist: inactive; TRPC6 inhibitor: inactive; TRPC4 act: inactive; aSyn UTR inh: 6; TRPC4 block: inactive; TRPC4 PAM: inactive

Results for CC1CCCC(NC(=O)CC2Nc3ccccc3NC2=O)C1C (stereo not drawn) ?
TRPC6 activator: inactive; SKKanGAS inh: 5; IEC-6 tox: 3; HIF activator: -0.2; KLF5 inh: -10; MrgX1 antagonist: inactive; TRPC6 inhibitor: inactive; TRPC4 act: inactive; aSyn UTR inh: -9; TRPC4 block: inactive; TRPC4 PAM: inactive

What do the screens show for `O=C(CCc1nc2ccccc2c(=O)[nH]1)NNC(=O)COc1ccccc1Cl`?
TRPC6 activator: inactive; SKKanGAS inh: -8; HIF activator: -0.8; MrgX1 antagonist: inactive; TRPC6 inhibitor: inactive; TRPC4 act: inactive; aSyn UTR inh: 12; TRPC4 block: inactive; TRPC4 PAM: inactive

How did COc1ccc(OC)c(S(=O)(=O)N2CCN(c3c(C)cccc3C)CC2)c1 do in these assays?
TRPC6 activator: inactive; SKKanGAS inh: 0; IEC-6 tox: -6; HIF activator: -0.1; KLF5 inh: 17; MrgX1 antagonist: inactive; TRPC6 inhibitor: inactive; TRPC4 act: inactive; aSyn UTR inh: 17; TRPC4 block: inactive; TRPC4 PAM: inactive

What do the screens show for `C[C@H](NC(=O)OC(C)(C)C)C(=O)N/N=C/c1cccc2nccnc12`?
TRPC6 activator: inactive; SKKanGAS inh: -2; IEC-6 tox: 5; KLF5 inh: 15; MrgX1 antagonist: inactive; TRPC6 inhibitor: inactive; TRPC4 act: inactive; TRPC4 block: inactive; TRPC4 PAM: inactive

What do the screens show for `CCOC(=O)c1c(NC(=O)CSc2nnc(-c3c[nH]c4ccccc34)n2C)sc2c1CCCC2`?
TRPC6 activator: inactive; SKKanGAS inh: 31; IEC-6 tox: -3; HIF activator: 0.2; KLF5 inh: 3; MrgX1 antagonist: inactive; TRPC6 inhibitor: inactive; TRPC4 act: inactive; aSyn UTR inh: 10; TRPC4 block: inactive; TRPC4 PAM: inactive

What do the screens show for `O=S(=O)(c1ccc2nnn(O)c2c1)N1CCCCC1`?
TRPC6 activator: inactive; SKKanGAS inh: 3; IEC-6 tox: -3; HIF activator: 0.1; KLF5 inh: -13; MrgX1 antagonist: inactive; TRPC6 inhibitor: inactive; TRPC4 act: inactive; aSyn UTR inh: -27; TRPC4 block: inactive; TRPC4 PAM: inactive

What do the screens show for `COc1ccc(S(=O)(=O)N(C)CC(=O)Nc2ccccc2SC)cc1`?
TRPC6 activator: inactive; SKKanGAS inh: 3; IEC-6 tox: 4; HIF activator: -55; KLF5 inh: -6; MrgX1 antagonist: inactive; TRPC6 inhibitor: inactive; TRPC4 act: inactive; aSyn UTR inh: 9; TRPC4 block: inactive; TRPC4 PAM: inactive

Source: PubChem BioAssay
